GCN5L2 inh: blocks human GCN5L2 histone acetyltransferase | Q92830 | GCN5L2 HAT assay, ThioGlo1 CoA-SH fluorescence | Potency, µM (titrated, usually from 58.9 µM), without a hit: at the highest dose activity change, negative = inhibition, actives largely listed as inhibitors | 390,000 compounds, 0.21% hits | AID 504327
Target sequence (Q92830 whole entry, looked up): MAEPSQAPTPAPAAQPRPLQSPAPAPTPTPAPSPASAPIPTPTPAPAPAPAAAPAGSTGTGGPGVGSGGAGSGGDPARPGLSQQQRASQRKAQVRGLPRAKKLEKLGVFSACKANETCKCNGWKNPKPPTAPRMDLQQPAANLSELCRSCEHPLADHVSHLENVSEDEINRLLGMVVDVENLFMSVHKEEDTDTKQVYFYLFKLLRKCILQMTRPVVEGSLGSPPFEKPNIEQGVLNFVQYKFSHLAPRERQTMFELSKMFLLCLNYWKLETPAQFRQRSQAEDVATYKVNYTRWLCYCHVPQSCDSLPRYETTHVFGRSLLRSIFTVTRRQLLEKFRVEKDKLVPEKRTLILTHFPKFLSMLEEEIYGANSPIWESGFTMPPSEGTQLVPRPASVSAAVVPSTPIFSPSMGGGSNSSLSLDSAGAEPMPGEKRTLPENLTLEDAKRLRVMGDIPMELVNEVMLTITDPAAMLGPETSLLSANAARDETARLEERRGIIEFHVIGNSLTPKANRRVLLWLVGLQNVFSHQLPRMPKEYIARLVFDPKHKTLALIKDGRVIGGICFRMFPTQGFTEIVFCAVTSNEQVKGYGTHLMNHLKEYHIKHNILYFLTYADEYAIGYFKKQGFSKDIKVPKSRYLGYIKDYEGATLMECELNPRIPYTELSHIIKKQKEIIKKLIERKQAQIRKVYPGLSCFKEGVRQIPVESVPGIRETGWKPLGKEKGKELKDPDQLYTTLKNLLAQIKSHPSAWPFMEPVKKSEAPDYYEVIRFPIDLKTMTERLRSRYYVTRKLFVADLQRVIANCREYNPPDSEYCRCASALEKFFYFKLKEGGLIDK
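Titration-based screen in which CoA formation is detected via maleimide probe ThioGlo1 (50uM) turning fluorescent on thiol reaction; substrates H3(1-25) 75uM and acetyl-CoA 70uM, GCN5L2 20nM, 20 min incubation at room temperature.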
TDP1 cell CPT: DT40-hTDP1 cell growth loss with CPT; chicken DT40 Tdp1-/-;hTDP1 cells + 20 nM CPT, ATP luminescence, 48 h; 420,000 compounds, 12% hits; Potency, µM (titrated, usually from 46.2 µM), for the others: top-dose activity change, negative = growth inhibition, hits mostly inhibitors; further: nearly all actives have a fitted effect of over 55% in size
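Cell growth measured by CellTiter-Glo luminescence after a minimum 48 h, 37 C compound exposure with 20 nM CPT in Tdp1-knockout DT40 cells stably expressing hTDP1, seeded 400/well; qHTS titration format.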
TDP1 cell noCPT: qHTS for Inhibitors of human tyrosyl-DNA phosphodiesterase 1 (TDP1): qHTS in cells in absence of CPT | DT40 Tdp1-/- hTDP1 cells, no CPT, ATP luminescence, 48 h | Potency, µM (highest dose often 46.2 µM), for the others: top-dose activity change, negative = growth inhibition, most hits filed as inhibitors | 420,000 compounds, 15% hits | AID 686978, 2013; further: nearly all actives have a fitted effect of over 55% in size
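Chicken DT40 Tdp1-/- cells stably complemented with human TDP1 were seeded at 400 cells/well with DMSO in place of 20 nM camptothecin. After compound pinning, cells grew at least 48 hr at 37 °C; viability read by CellTiter-Glo luminescence.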
An asterisk follows results filed as active; ? = inconclusive; . = not tested or not shown; & = joins results of further samples; ! = a repeat was not active; [ ] = another dose, or the depositor's remark. The call rests on the fitted dose curve; in most records, active means well fitted curve in the direction sought with a large enough effect; inconclusive means small, poorly fitted or top-dose-only effect, or another doubt; inactive means no such curve, though single readings can be large; an effect the other way counts as inactive or inconclusive. On the % scale 0 is the no-effect control and ±100 the full control effect; potency means the concentration at half of the fitted maximal effect. These rows are one share of the data. The share of hits here may be higher or lower than overall.

structure,TDP1 cell noCPT,GCN5L2 inh,TDP1 cell CPT
CC1(C(=O)Nc2ccccc2Cc2ccccc2)CCN1Cc1ccccc1Cl (centres undefined),23.1µM*,.,?
CCN(C[C@H]1N[C@@](CC)(C(=O)OC)[C@H]2C(=O)N(C)C(=O)[C@@H]12)C(=O)Nc1ccc(OC)cc1,-1.0%,-0.5%,13.3%
COc1ccc(-c2noc(CCC(=O)Nc3cccc(C)c3C)n2)cc1OC,?,-5.1%,?
CC1CCN(c2nc(N3CCCCC3)nc(N3CCCCC3)n2)CC1,3.9%,1.8%,1.1%
COCCN(C(=O)COC(=O)C(c1ccccc1)c1ccccc1)c1c(N)n(Cc2ccccc2)c(=O)[nH]c1=O,?,-6.8%,?
CCOC(=O)C1=C(C)N=C2SCCC(=O)N2[C@@H]1/C=C/c1ccccc1,-9.3%,-2.0%,-11.7%
Cc1[nH]c2ccccc2c1C(=O)C(=O)N(C)c1ccccc1,-24.6%,.,6.6%
Cc1cccc(C)c1NC(=S)N/N=C/c1ccc(OCCC(C)C)cc1,7.31µM*,-4.7%,9.2µM*
COc1cccc(C(=O)Nc2ccc3c(c2)C(=O)c2ccccc2C3=O)c1,-15.7%,-0.4%,?
CCCCNC(=O)N1CCN(c2ccccc2OCC)CC1,-1.0%,16.3%,2.2%
Cc1ccc[n+](-c2[nH]c(=O)sc2/C=N/NC(=O)c2ccccc2[O-])c1,-21.4%,-8.5%,-6.2%
Cc1cc2c(=O)n(C)c(SCC(=O)Nc3ccccc3)nc2s1,?,-2.3%,-25.5%
O=C(CCN1C(=O)C2CCCCC2C1=O)Nc1nc(-c2ccccc2)cs1 (centres undefined),?,0.1%,?
O=C(N/N=C\c1ccc(Br)cc1)c1ccc(Cn2cccn2)o1,?,0.0%,-10.9%
Cc1ccc(S(=O)(=O)C(c2ccccc2)c2c(C)noc2C)cc1 (centres undefined),?,0.6%,-10.6%
Cn1c(Oc2ccccc2NCc2cccc(Br)c2)cc(=O)n(C)c1=O,?,2.3%,?
Cc1nc2cc(-c3ccccc3)[nH]n2c(=O)c1C,?,-11.9%,?
COc1cc(C(=O)N/N=C/c2ccccn2)cc(OC)c1OC,4.61µM*,-4.4%,3.26µM*
CCCc1nnc(SCC(=O)Nc2ccc(C(=O)OCC)cc2)o1,?,-2.8%,23.1µM*
CCn1c(=O)n(CC)c2cc(S(N)(=O)=O)ccc21,0.9%,-0.5%,6.9%
C1CCC(n2nnnc2CN2CCN(C3CCCC3)CC2)CC1,5.8%,-10.4%,-1.3%
Cc1ccc(N(CC(=O)N2CCN(c3cc(Cl)ccc3C)CC2)S(=O)(=O)c2c(C)noc2C)cc1,9.2µM*,-11.4%,20.6µM*
COCCn1c(SCC(=O)Nc2ccc(F)cc2F)nc2c([nH]c3ccccc32)c1=O,-6.5%,?,3.5%
Cc1cc(C)cc(NC(=O)C(c2ccccc2)N2CCN(CC(=O)N3CCCC3)CC2)c1 (centres undefined),-3.1%,-3.8%,4.7%
O=C(NC1CC1)[C@@H]1C[C@@H](Sc2nc3ccccc3[nH]2)CN1CC1CCCCC1,?,.,-3.1%[9.04 µM]
COc1ccccc1NC(=O)c1cc2ccccc2nc1C,-21.2%,-2.8%,1.7%
COc1cc(OC)c(C(=O)O/N=C(\N)c2ccccc2)cc1OC,-2.0%,-7.5%,?
O=C(O)c1ccccc1NS(=O)(=O)c1ccc2c3c(cccc13)C(=O)N2,-4.3%,-3.1%,-4.9%
CCOC(=O)C(C)Sc1nc(=O)n2ccccc2n1 (centres undefined),?,0.1%,?
COc1ccc(OCc2cc(=O)[nH]c3ccccc23)cc1,-24.9%,3.4%,-16.7%
CNS(=O)(=O)c1cccc(C(=O)OCc2cc(=O)n3cc(Br)ccc3n2)c1,?,-4.4%,?
Cc1cnc(C(=O)OCC(=O)Nc2ccc(C)c(S(=O)(=O)N3CCOCC3)c2)cn1,-3.6%,1.0%,-1.5%
CCOc1ccccc1N1CCN(C(=O)C2c3ccccc3Oc3ccccc32)CC1,23.1µM*,0.8%,23.1µM*
COC(=O)c1cccc(N2C(=O)c3ccccc3S2(=O)=O)c1,-7.3%,2.5%,0.4%
Cc1cc(=O)oc2c3c(cc(OCC(=O)NCC4CCC(C(=O)O)CC4)c12)OC(C)(C)CC3 (centres undefined),1.3%,?,-0.7%
CS(=O)(=O)N1CCC(C(=O)N2CCN(c3ccccc3F)CC2)CC1,-6.7%,3.0%,-15.4%
CC(=O)Nc1cccc(NC(=O)C2(c3cccs3)CCOCC2)c1,-7.0%,-1.2%,-0.5%
COc1ccc(Cl)cc1NC(=O)c1c(NCc2cccnc2)sc2c1CCC(C)C2 (centres undefined),4.61µM*,-10.8%,3.66µM*
CCN(CC)S(=O)(=O)c1ccc(N2CCN(C)CC2)c(NC(=O)CSCC(=O)Nc2cccc(C)c2)c1,?,4.0%,?
CC(C)OCCCNC(=O)C1CCC(=O)N1C(C)C (centres undefined),1.4%,2.0%,-7.8%
CCCCOC(=O)c1ccc(NC(=O)C(=O)NCCN(CC)CC)cc1,?,3.9%,?
CCCCCC(=O)N/N=C(\C)c1ccc(NC(=O)c2ccco2)cc1,-112.2%,-3.9%,-24.1%
CC1CN(S(=O)(=O)c2cccc(C(=O)NCCC3=CCCCC3)c2)CC(C)O1 (centres undefined),20.6µM*,0.0%,11.6µM*
COc1ccc(CNc2nc(-c3cccnc3)nc3ccccc23)c(OC)c1,?,-23.0%,?
CCc1ccccc1NC(=O)C1CCCN(S(=O)(=O)c2c(C)noc2C)C1 (centres undefined),-13.6%,-2.1%,-14.1%
COC(=O)C(CC(C)C)NC(=O)c1cc(OC)c(OC)c(OC)c1 (centres undefined),0.1%,?,-4.6%
Cc1ccc2c(C(=O)CN3CCN(C4CCCCC4)CC3)c(C)[nH]c2c1,-25.4%,-2.3%,-26.5%
Cc1cccc(CN2CCC(C(=O)Nc3cccc(-c4cccc(F)c4)c3)CC2)n1,2.91µM*,-4.3%,8.2µM*
CCCC(=O)Nc1ccc(-c2nc3ncccc3o2)cc1,-11.0%,-1.0%,2.0%
O=C(/C=C/c1c(Cl)nc2ccccn12)N1CCN(c2ccccc2F)CC1,23.1µM*,-4.8%,-19.3%
Cc1ccc(C(C(=O)NC(C)(C)C)N(CC2CCCO2)C(=O)CCC(=O)Nc2ccccn2)cc1 (centres undefined),2.7%,-3.8%,7.8%
CCOC(=O)N1CCN(C(=O)c2cc3sccc3n2C)CC1,-10.8%,-5.1%,-24.6%
Cc1ccc(-c2ccc(CN3C(C(C)C)C(=O)N(Cc4cn(CCC5OCCO5)nn4)CCS3(=O)=O)cc2)cc1 (centres undefined),7.31µM*,.,16.4µM*
O=C(OCc1ccc(Br)cc1)c1cccnc1Cl,0.5%,-3.9%,2.4%
Cc1c(C(=O)N/N=C/c2c(O)ccc3ccccc23)nnn1-c1nonc1N,3.66µM*,3.7%,5.8µM*
O=C(CN=C1NC(=O)C(c2ccccc2)(c2ccccc2)N1)NCc1ccc(F)cc1,-2.0%,-4.5%,-1.7%

(continued)
structure,TDP1 cell noCPT,GCN5L2 inh,TDP1 cell CPT
CCCCCOc1ccc(/C=C/C(=O)Nc2sc3c(c2C(=O)OCC)CCC3)cc1OC,?,-3.6%,-5.4%
CCc1ccc(N2C(=O)CC(N3CCC(C(=O)OC)CC3)C2=O)cc1 (centres undefined),?,-1.8%,0.3%
CC1CCN(C(=O)COC(=O)c2n[nH]c3ccccc23)CC1,-24.6%,1.5%,-5.7%
COc1ccc(C2Nc3ccccc3C(=O)N2c2ccc(Cl)cc2)cc1COc1ccc(NC(C)=O)cc1 (centres undefined),14.1µM*,.,?
Cc1ccccc1-c1nc(CS(=O)(=O)CC(=O)NC(C)c2ccccc2)c(C)o1 (centres undefined),16.4µM*!,2.7%&-4.9%,16.4µM*
CC(C)Oc1ccc(CNC(=O)CCCn2c(=O)c3cccn3c3ccccc32)cc1,23.1µM*,-8.5%,16.4µM*
COc1ccccc1NC(=O)CSC1=Nc2ccccc2C2=NC(Cc3ccccc3)C(=O)N12 (centres undefined),?,2.2%,23.1µM*
O=C1N[C@@H](c2ccccc2)COC(=O)[C@H](Cc2ccc(F)cc2)C/C=C\C[C@@H]1CC(=O)N(CCO)Cc1ccccc1,?,-9.3%,23.1µM*
Cc1cc(Cl)ccc1NC(=O)Cn1nnc2sc(-c3ccccc3)cc2c1=O,?,-2.9%,0.4%
Cc1cn(-c2cc(NC(=O)c3ccc(C)c(NC(=O)c4cccc(-c5cn[nH]c(=O)c5)c4)c3)cc(C(F)(F)F)c2)cn1,?,-14.1%,?
CCOC(=O)CCSc1nc(C(C)(C)C)cc(C(F)(F)F)c1C#N,-22.1%,-9.1%,-10.6%
OC(c1ccc(Cl)cc1)c1ncc(-c2ccccc2F)[nH]1 (centres undefined),?,.,-26.3%
COc1ccc(NS(=O)(=O)c2cccc(C(=O)N3CCN(C(=O)c4ccco4)CC3)c2)cc1,-27.1%,-0.7%,9.2µM*
O=C(COc1ccc2c3c(c(=O)oc2c1)CCC3)NCCCN1CCCC1=O,11.8%,-18.4%,1.7%
O=C(CSc1nnc(-c2cc3ccccc3cc2O)n1Cc1ccco1)c1ccc(F)cc1,16.4µM*,-8.8%,13µM*
COCCN=c1scc(-c2ccc3c(c2)NC(=O)CO3)n1/N=C(\C)c1ccc(O)cc1,?,1.8%,?
COc1ccc(-c2c(C)nn3c(N4CCCCCC4)cc(C)nc23)cc1OC,25.9µM*,3.6%,23.1µM*
Cc1ccc(N2CC(C(=O)Nc3nnc(SCCC4OCCO4)s3)CC2=O)cc1C (centres undefined),-25.6%,?,-20.7%
O=[N+]([O-])c1ccccc1S(=O)c1ccccc1[N+](=O)[O-],16.4µM*,.,10.3µM*
CCn1nc(C)c(CNC(=O)CC2C(=O)NCCN2CC(C)C)c1C (centres undefined),-18.7%,4.4%,-2.1%
COC(=O)CSCC(=O)Nc1nnc(-c2ccccc2C)s1,-18.8%,-0.6%,0.2%
COc1ccc(Cc2nnc(SCC(=O)N(C)c3ccccc3)o2)cc1,4.5%,-2.0%,1.7%
COc1ccc(C2c3sc(=O)[nH]c3SC3C4CCC(C4)C23)cc1OC (centres undefined),?,-11.4%,?
COc1ccc(-n2c(SC)nc3sc4c(c3c2=O)CCN(C)C4)cc1,11.6µM*,2.1%,?
CCCn1c(/C=N/Nc2nc3ccccc3[nH]2)nc2ccccc21,?,-7.8%,?
CSCCC(NC(=O)c1ccccc1Br)C(=O)NNC(=O)c1cc(C)oc1C (centres undefined),-4.2%,2.4%,-17.5%
O=C(COc1ncnc2ccccc12)NC(=O)NCc1ccccc1,0.7%,-0.9%,-1.5%
COc1cccc(NC(=O)C2CCCN(S(=O)(=O)c3ccc(-n4cnnn4)cc3)C2)c1 (centres undefined),-23.5%,-1.4%,-8.6%
CC(=O)N/C(=C/c1ccc2c(c1)OCO2)C(=O)NCCO,9.8%,0.0%,7.7%
CC1(C)NC(=O)N(CC(O)COC2CCCCC2)C1=O (centres undefined),-0.4%,-16.4%,-14.3%
Clc1ccc2c(NCc3ccccc3)ccnc2c1,10.3µM*,-0.7%,?
CN(CCC#N)c1ncnc2scc(-c3ccccc3)c12,14.6µM*,-15.0%,?

Profiles from above. Order of screens: TDP1 cell noCPT | GCN5L2 inh | TDP1 cell CPT
O=C(COc1ncnc2ccccc12)NC(=O)NCc1ccccc1 across the screens: 0.7% | -0.9% | -1.5%
CC(=O)N/C(=C/c1ccc2c(c1)OCO2)C(=O)NCCO across the screens: 9.8% | 0.0% | 7.7%

(next part)
structure,TDP1 cell noCPT,GCN5L2 inh,TDP1 cell CPT
COc1ccnc(CS(=O)c2nc3cc(C(O)(F)F)ccc3[nH]2)c1OC (centres undefined),?,1.3%,0.0%
CC(C)CN(C(=O)COC(=O)COc1ccc2ccccc2c1)c1c(N)n(Cc2ccccc2)c(=O)[nH]c1=O,?,1.5%,?
CCOC(=O)CCCN1CC(O)=C(c2nc3ccccc3s2)C1=N,-22.8%,-1.5%,-18.1%
CCc1ccc(NC(=O)CSc2nc3n[nH]c(C)c3c(=N)n2-c2ccc(C)cc2)cc1,3.66µM*,3.5%,6.51µM*
